TrxR1 inh – rat TrxR1 inhibition | AID 588453 | hit rate 1% among 390,000 | recombinant rTrxR1, NADPH fluorescence consumption, selenite substrate | Potency, µM (titrated, usually from 114 µM), for the others: top-dose activity change, negative = inhibition, hits mostly inhibitors; also: potency is read from the fitted curve at half-maximal effect; % is scaled to controls: 0 for no effect and ±100 for the full control effect; nearly all actives have a fitted effect of over 65% in size
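Rat TrxR1 (90 nM in the dispensed reagent) was pre-reduced with 400 uM NADPH for 5 min at room temperature, then incubated with compound for 15 min. After 400 uM selenite was added, NADPH fluorescence (Ex 340/Em 450 nm) was followed for 8 min.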
TRHR enhancer – TRH receptor (human) allosteric enhancement | P34981 | TRHR cells, fluo-8 calcium fluorescence, EC20 TRH enhancement | enhancement, % at 2 µM | hit rate 0.66% among 360,000 | AID 493056; in the data active = enhancement above about 30%; also: 0% is about no effect
Target sequence (P34981 whole entry, looked up): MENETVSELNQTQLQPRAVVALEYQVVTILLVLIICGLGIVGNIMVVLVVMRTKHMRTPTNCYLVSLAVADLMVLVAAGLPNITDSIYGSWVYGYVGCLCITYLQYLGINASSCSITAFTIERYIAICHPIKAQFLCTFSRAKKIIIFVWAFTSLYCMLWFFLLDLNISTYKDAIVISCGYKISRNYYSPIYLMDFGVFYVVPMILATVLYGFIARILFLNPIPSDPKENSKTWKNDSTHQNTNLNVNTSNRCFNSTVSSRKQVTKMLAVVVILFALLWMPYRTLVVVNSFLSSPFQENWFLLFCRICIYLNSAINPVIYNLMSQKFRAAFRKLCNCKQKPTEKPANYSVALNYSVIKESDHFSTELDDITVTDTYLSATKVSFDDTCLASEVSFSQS
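TRHR-expressing cells loaded with fluo-8 calcium dye were read kinetically (ex 480/em 530) during compound addition, then stimulated with an EC20 of TRH (10 nM final). Enhancement of the Gq-mediated intracellular calcium response was scored.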
D2 ag – activates the human D2 dopamine receptor; HEK293 T-REx D2 cells, calcium flux agonist mode; activation, % at 2 µM; hit rate 0.53% among 340,000;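 active = activation over 3 SD above normal in the single-dose calcium agonist read, cut at about 30% in these data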; also: 0% is about no effect
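Tetracycline-induced HEK293 T-REx cells with force-coupled D2 receptor, plated overnight at 30 C, loaded with no-wash calcium dye. After a 10 s baseline, compound was pin-added and calcium flux read kinetically for 180 s; calcium rises flagged agonists.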
TrxR1 substrate – is turned over as a substrate by rat TrxR1. O89049. purified TrxR1 substrate turnover, NADPH consumption readout. Potency, µM (series often up to 114 µM), for the others: at the highest dose activity change, negative = substrate turnover. hit rate 0.01% among 390,000; also: potency is read from the fitted curve at half-maximal effect; % is scaled to controls: 0 for no effect and ±100 for the full control effect; nearly all actives have a fitted effect of over 50% in size
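Rat TrxR1, dispensed at 90 nM, was prereduced with 400 uM NADPH (final) for 5 min at ~22 deg C, then incubated with compound 15 min before 400 uM selenite. A first-read NADPH fluorescence drop versus no-compound background flagged substrates.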
TRHR ag – TRH receptor (human) agonism; P34981; TRHR cells, calcium flux fluo-8, FDSS agonist mode; activation, % at 2 µM; hit rate 0.18% among 360,000; AID 493084; in the data active = activation above about 30%; also: 0% is about no effect
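TRHR-expressing cells loaded with fluo-8 calcium dye; 23 nL library compound pin-transferred, kinetic FDSS fluorescence (Ex 480/Em 530) recorded about 180 s for agonist-induced calcium release, before a 10 nM TRH EC20 addition for potentiator mode.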
PI4K2A inh – inhibitors of human PI4K2A | Q9BTU6 | purified PI4K2A, ADP-Glo luminescence, 1 h; active compounds read low | activity change, negative = inhibition, % at 76.9 µM | hit rate 0.13% among 420,000; in the data active = activity change below about -50%; inconclusive = mostly about -30% to -49%;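 also: -100% = wells without enzyme as full effect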
Target sequence (Q9BTU6 whole entry, looked up): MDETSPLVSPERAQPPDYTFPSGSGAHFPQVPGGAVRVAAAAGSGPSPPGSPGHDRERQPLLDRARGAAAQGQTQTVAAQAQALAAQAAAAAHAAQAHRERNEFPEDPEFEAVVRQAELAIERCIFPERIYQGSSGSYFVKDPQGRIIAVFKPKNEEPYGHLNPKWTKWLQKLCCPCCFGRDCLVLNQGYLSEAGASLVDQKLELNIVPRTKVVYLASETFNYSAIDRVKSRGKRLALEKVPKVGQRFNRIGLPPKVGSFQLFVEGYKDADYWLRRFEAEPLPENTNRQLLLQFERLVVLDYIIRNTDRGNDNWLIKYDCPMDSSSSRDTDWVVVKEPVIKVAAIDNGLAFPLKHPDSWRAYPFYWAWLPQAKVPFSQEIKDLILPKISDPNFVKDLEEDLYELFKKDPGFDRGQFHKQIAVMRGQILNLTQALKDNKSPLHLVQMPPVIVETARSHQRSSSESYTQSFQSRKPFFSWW
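PI4K2A activity was measured by ADP-Glo luminescence: enzyme (4 ug/mL stock) and phosphatidylinositol (1.2 mM stock) in Tris pH 7.5/MgCl2/EGTA/Triton X-100 buffer were reacted with ATP (300 microM stock) for one hour at ambient temperature.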
D2 antagonist – antagonizes the human D2 dopamine receptor | P14416 | inhibition, % at 10 µM | hit rate 2% among 340,000 | HEK293 TREx D2 cells, calcium flux, dopamine EC80 | AID 485344; in the data active = inhibition above about 30%; also: 0% is about no effect
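Antagonism is scored as inhibition of an EC80 dopamine-evoked calcium signal in a force-coupled, tetracycline-inducible HEK293 T-REx D2 line, with compound present 180 s before agonist.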
USP1-UAF1 inh – blocks the human USP1/UAF1 deubiquitinase complex. Potency, µM (titrated, usually from 57.1 µM), without a hit: top-dose activity change, negative = inhibition, usual class: inhibitors. O94782. AID 743255. hit rate 0.23% among 390,000. recombinant USP1/UAF1, Ub-Rhodamine cleavage fluorescence; also: potency is read from the fitted curve at half-maximal effect; % is scaled to controls: 0 for no effect and ±100 for the full control effect; nearly all actives have a fitted effect of over 60% in size; inactives centre near -12
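USP1/UAF1 complex (1 nM) preincubated 15 min at room temperature with compound, then Ub-Rho substrate (150 nM final) added. Kinetic fluorescence at 480/540 nm over 6 reads at 60 s intervals; 50 mM HEPES pH 7.8, 0.5 mM EDTA, 0.1 mg/ml BSA, 1 mM TCEP, 0.01% Tween-20.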
IDH1 R132H inh – blocks human mutant IDH1 R132H enzyme; O75874; IDH1-R132H enzyme, NADPH consumption, diaphorase/resazurin fluorescence; Potency, µM (top dose mostly 76.6 µM), without a hit: top-dose activity change, negative = inhibition, actives largely listed as inhibitors; hit rate 0.093% among 390,000; AID 602179; also: potency is read from the fitted curve at half-maximal effect; % is scaled to controls: 0 for no effect and ±100 for the full control effect; nearly all actives have a fitted effect of over 65% in size
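IDH1-R132H (0.5 ug/mL) preincubated 30 min with compound, then NADPH (0.016 mM) and alpha-KG (2 mM) added; 80 min at RT, pH 7.5. Remaining NADPH coupled via diaphorase/resazurin to fluorescence (540/590 nm); concentration-response curves normalized to no-enzyme control.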
An asterisk follows results filed as active; & = joins results of further samples; [ ] = another dose, or the depositor's remark. Unless noted, calls follow the shape of the dose curve; as a rule, active = well fitted inhibition curve with a large enough effect; inconclusive = small, poorly fitted or top-dose-only effect; inactive = no such curve, though single readings can be large or run the other way.

CCN(CC)S(=O)(=O)c1ccc(NC(=O)COC(=O)c2c[nH]c(=O)[nH]c2=O)cc1 was read as TrxR1 inh 24%, TRHR enhancer -3, D2 ag -0.5, TrxR1 substrate 0%, TRHR ag -0.7, PI4K2A inh 0, D2 antagonist -1, USP1-UAF1 inh -16% and IDH1 R132H inh -6%.
Screening COc1ccc(CCn2c(=N)c(C(=O)NC3CCCC3)cc3c(=O)n4ccccc4nc32)cc1 returned TrxR1 inh 29%, TRHR enhancer 5, D2 ag -0.5, TrxR1 substrate 8%, TRHR ag -0.6, PI4K2A inh 2, D2 antagonist -21, USP1-UAF1 inh -17% and IDH1 R132H inh -5%.
`Cc1[nH]c2ccccc2c1/C=N/NC(=O)c1cccs1` gave TrxR1 inh 3%, TRHR enhancer 2, D2 ag -0.4, TrxR1 substrate -4%, TRHR ag 0.1, PI4K2A inh -6, D2 antagonist -8, USP1-UAF1 inh -11% and IDH1 R132H inh 3%.
Screening C=CC#CC[N+]1(CC#Cc2ccccc2)CCOCC1 returned TrxR1 inh inconclusive, TRHR enhancer -15, TrxR1 substrate 2%, TRHR ag -0.2, PI4K2A inh -1, USP1-UAF1 inh inconclusive and IDH1 R132H inh 2%.
For Cc1cccc2cc(C(c3nnnn3C(C)(C)C)N3CCN(C(=O)c4ccco4)CC3)c(=O)[nH]c12 (stereo unspecified) the results were TrxR1 inh -5%, TRHR enhancer -6, D2 ag 0.7, TrxR1 substrate -4%, TRHR ag -0.2, PI4K2A inh 0, D2 antagonist 0, USP1-UAF1 inh -13% and IDH1 R132H inh 0%.
For NS(=O)(=O)c1cccc(NC(=O)COC(=O)Cc2ccc(S(=O)(=O)N3CCCCC3)s2)c1 the results were TrxR1 inh 24%, TRHR enhancer 1, D2 ag 3.6, TrxR1 substrate -1%, TRHR ag 0.6, PI4K2A inh -1, D2 antagonist -14, USP1-UAF1 inh -10% and IDH1 R132H inh -4%.
For CS(=O)(=O)NCCCCCCNS(C)(=O)=O the results were TrxR1 inh 43%, TRHR enhancer -1, D2 ag 0.7, TrxR1 substrate 17%, TRHR ag 0.5, PI4K2A inh -7, D2 antagonist 0, USP1-UAF1 inh -4% and IDH1 R132H inh 3%.
`Fc1ccccc1NC(=S)NCCc1cccc(Cl)c1` gave TrxR1 inh -6%, TRHR enhancer -1, D2 ag -1.6, TrxR1 substrate 0%, TRHR ag -0.3, PI4K2A inh 12, D2 antagonist -4, USP1-UAF1 inh -24% and IDH1 R132H inh 0%.
`Cc1ccc(Oc2ccc(-c3nc(N)nc(N)n3)cc2)cc1C` gave TrxR1 inh 9%[57.1 µM], TRHR enhancer 1, D2 ag 2.4, TrxR1 substrate -1%[57.1 µM], TRHR ag 0.2, PI4K2A inh 2, D2 antagonist 20, USP1-UAF1 inh -11% and IDH1 R132H inh 2%.
CCN(CC)CCCC(C)NC(=O)c1c(NC(=O)c2ccccc2)sc2c1CCCC2 (stereo unspecified) was read as TrxR1 inh 29%, TRHR enhancer 0, TrxR1 substrate 6%, TRHR ag 0.9, PI4K2A inh 1, USP1-UAF1 inh -23% and IDH1 R132H inh 0%.
Screening CCOC(=O)c1sc(NC(=O)C(OC(C)=O)c2ccccc2)nc1C (stereo unspecified) returned TrxR1 inh -2%, TRHR enhancer 3, D2 ag -0.5, TrxR1 substrate -10%, TRHR ag 0.2, PI4K2A inh 4, D2 antagonist -3, USP1-UAF1 inh -12% and IDH1 R132H inh -8%.
`CCCCN(Cc1ccccc1)S(=O)(=O)c1cc(Br)cc2c1N(C(C)=O)C(C)C2` (stereo unspecified) gave TrxR1 inh 11%, TRHR enhancer -3, D2 ag 0.1, TrxR1 substrate 5%, TRHR ag 0.5, PI4K2A inh 1, D2 antagonist 1, USP1-UAF1 inh -16% and IDH1 R132H inh 3%.
O=C(COC(=O)C1CCC1)Nc1cccc(S(=O)(=O)N2CCOCC2)c1 was read as TrxR1 inh 3%, TRHR enhancer 7, D2 ag 0.3, TrxR1 substrate -9%[57.1 µM], TRHR ag -0.2, PI4K2A inh -1, D2 antagonist -1, USP1-UAF1 inh 6% and IDH1 R132H inh 0%.
`CCC(CC)C(=O)NCCc1cc2ccc(C)c(C)c2[nH]c1=O` gave TRHR enhancer 2, D2 ag 0.2, TRHR ag 0.1 and D2 antagonist 1.
COC(=O)C1=C(C)N(C2CCCCC2)C(=O)/C1=C\c1cccs1 was read as TrxR1 inh 3%[57.1 µM], TRHR enhancer 40*, TrxR1 substrate 3%[57.1 µM], TRHR ag -0.4, PI4K2A inh -3, USP1-UAF1 inh -15% and IDH1 R132H inh 6%.

Reprinted at random: two entries already listed
COC(=O)C1=C(C)N(C2CCCCC2)C(=O)/C1=C\c1cccs1 was read as TrxR1 inh 3%[57.1 µM], TRHR enhancer 40*, TrxR1 substrate 3%[57.1 µM], TRHR ag -0.4, PI4K2A inh -3, USP1-UAF1 inh -15% and IDH1 R132H inh 6%.
Screening C=CC#CC[N+]1(CC#Cc2ccccc2)CCOCC1 returned TrxR1 inh inconclusive, TRHR enhancer -15, TrxR1 substrate 2%, TRHR ag -0.2, PI4K2A inh -1, USP1-UAF1 inh inconclusive and IDH1 R132H inh 2%.

(list continues)
`COc1ccc(COCC(O)CN(Cc2ccccc2)C(C)C)cc1OC` (stereo unspecified) gave TrxR1 inh 7%, TRHR enhancer 1, D2 ag 0.6, TrxR1 substrate 6%, TRHR ag 1.8, PI4K2A inh -1, D2 antagonist 31*, USP1-UAF1 inh -12% and IDH1 R132H inh 14%.
For COc1cccc(NC(=O)COC(=O)c2ccccc2C(=O)N(C)c2ccccc2)c1 the results were TrxR1 inh 5%, TRHR enhancer 9, D2 ag 0.2, TrxR1 substrate -7%, TRHR ag -0.3, PI4K2A inh -3, D2 antagonist -26, USP1-UAF1 inh -1% and IDH1 R132H inh 3%.
Screening COc1ccc(Cn2cc(C(=O)c3ccc(Cl)cc3)c(=O)c3cc4c(cc32)OCO4)cc1 returned TrxR1 inh 34%, TRHR enhancer -5, D2 ag 0.8, TrxR1 substrate -2%, TRHR ag 0.9, PI4K2A inh 2, USP1-UAF1 inh -12% and IDH1 R132H inh 7%.
For CCCn1c(SCC(=O)Nc2nnc(C(C)C)s2)nc2c1c(=O)n(C)c(=O)n2C the results were TrxR1 inh 9%, TRHR enhancer 5, D2 ag 0.1, TrxR1 substrate 6%, TRHR ag 0.4, PI4K2A inh -9, D2 antagonist -4, USP1-UAF1 inh -9% and IDH1 R132H inh 7%.
N#C/C(=C/c1ccccc1)C(=O)OCC(=O)Nc1ccccc1[N+](=O)[O-] was read as TrxR1 inh 23%, TRHR enhancer 1, D2 ag -2.0, TrxR1 substrate 3%, TRHR ag 0.0, PI4K2A inh -1, D2 antagonist -17, USP1-UAF1 inh -25% and IDH1 R132H inh 0%.
Cc1cc(N2CCN(C)CC2)nc2ccc(NC(=S)NCc3cccs3)cc12 was read as TrxR1 inh inconclusive, TRHR enhancer 1, D2 ag -0.1, TrxR1 substrate 8%, TRHR ag -0.9, PI4K2A inh -2, D2 antagonist 3, USP1-UAF1 inh -3% and IDH1 R132H inh 4%.
`O=C(NCc1ccccc1F)c1cccc(S(=O)(=O)N2CCCCC2)c1` gave TrxR1 inh 16%[57.1 µM], TrxR1 substrate 12%[57.1 µM], PI4K2A inh -2, USP1-UAF1 inh 1% and IDH1 R132H inh 1%.
`COC(=O)c1[nH]c2ccc(F)cc2c1NS(=O)(=O)c1ccc(OC)cc1` gave TrxR1 inh -8%, TRHR enhancer 6, D2 ag 1.8, TrxR1 substrate -3%, TRHR ag 0.4, PI4K2A inh 9, D2 antagonist -15, USP1-UAF1 inh -12% and IDH1 R132H inh 6%.
Screening O=C(NNc1ncc(C(F)(F)F)cc1Cl)c1ccc(Cl)c(Cl)c1 returned TrxR1 inh -12%, TRHR enhancer -6, TrxR1 substrate -6%, TRHR ag 2.5, PI4K2A inh -5, USP1-UAF1 inh -3% and IDH1 R132H inh 5%.
For CCOC(=O)CSc1nnc(-c2ccc(NS(=O)(=O)c3ccc(C)cc3)cc2)o1 the results were TrxR1 inh -12%, TRHR enhancer 1, D2 ag 0.0, TrxR1 substrate -14%, TRHR ag 0.1, PI4K2A inh 3, D2 antagonist -7, USP1-UAF1 inh -20% and IDH1 R132H inh -1%.
NC1=NC[C@H](Cc2ccc(O)cc2)N1CCCCC1CCCCC1 was read as TrxR1 inh -16%, TRHR enhancer 2, D2 ag 0.0, TrxR1 substrate -8%, TRHR ag 0.2, PI4K2A inh 0, D2 antagonist -15, USP1-UAF1 inh -24% and IDH1 R132H inh 4%[38.3 µM].
For CCOC(=O)c1c(-c2ccc(C)o2)csc1NC(=S)NC(=O)N(C)C the results were TrxR1 inh 11µM*, TRHR enhancer -2, D2 ag -0.1, TrxR1 substrate -2%, TRHR ag -1.1, PI4K2A inh 0, D2 antagonist 18, USP1-UAF1 inh -21% and IDH1 R132H inh 5%.
`O=C(CSc1nnc(-c2ccncc2)o1)Nc1cccc(Cl)c1` gave TrxR1 inh 24%, TrxR1 substrate 9%, PI4K2A inh -5, USP1-UAF1 inh -6% and IDH1 R132H inh 11%.
Screening CCOc1ccc(CCNC(=O)c2ccc(CS(=O)Cc3cccc(Cl)c3)o2)cc1 (stereo unspecified) returned TrxR1 inh -14%&5%, TRHR enhancer 3&-23, D2 ag -0.2, TrxR1 substrate -6%&-3%, TRHR ag -0.6&-1.3, PI4K2A inh 12&4, D2 antagonist -16, USP1-UAF1 inh -22%&5% and IDH1 R132H inh 3%&-3%.
Screening COC(=O)c1ccccc1NC(=O)c1cccc(NC(=O)c2ccc(Br)o2)c1C returned TrxR1 inh 22%, TRHR enhancer 1, D2 ag 0.3, TrxR1 substrate 9%, TRHR ag -1.0, PI4K2A inh -3, D2 antagonist -1, USP1-UAF1 inh -9% and IDH1 R132H inh 3%.
